BoNT A protease = blocks Botulinum neurotoxin A light chain protease | multiplex microsphere protease substrate cleavage, flow cytometry | inhibition, % at 10 µM | 360,000 tested, 0.17% active | AID 588499; further: plate controls were buffer without enzyme for full effect and enzyme alone for no effect
Anthrax LF prot = anthrax lethal factor protease inhibition | inhibition, % at 10 µM | AID 588501 | 360,000 tested, 0.12% active | multiplex microsphere protease cleavage assay, LF; further: plate controls were buffer without enzyme for full effect and enzyme alone for no effect
FadD28 FP inh = M. tuberculosis FadD28 bisubstrate binding inhibition; FadD28 bisubstrate probe binding, fluorescence polarization; inhibition, % at 12.5 µM; 360,000 tested, 0.22% active; AID 588549; in the data active means inhibition above about 8.5%, passing the limit was not always enough
PfHsp40 yeast = restores yeast growth despite PfHsp40 toxicity. growth rescue, % at 12.5 µM. S. cerevisiae expressing PfHsp40, growth rescue, ATP luminescence. 340,000 tested, 0.68% active; in the data active means growth rescue above about 28%, passing the limit was not always enough;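 further: yeast W303a lacking pdr1 and pdr3 grown in galactose medium; growth measured after three days at 30 °C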
CCHFV vOTU inh = blocks the CCHF virus ovarian tumor domain protease; CCHFV vOTU protease, Pep-AMC fluorescence; inhibition, % at 11.5 µM; 370,000 tested, 0.55% active; AID 651958; in the data active means inhibition above about 30%; further: 0% = vehicle wells with enzyme and 100% = no enzyme wells
TcdB GH inh = TcdB glycohydrolase inhibition; P18177; TcdB glycohydrolase enzymatic assay, plate reader; inhibition, % at 9.99 µM; 350,000 tested, 0.24% active; AID 652162; in the data active means inhibition above about 10%
PrPC TRFRET = inhibitors of human cell surface prion protein PrPC; P04156; AID 720596; TR-FRET read-out; inhibition, % at 13.8 µM; 370,000 tested, 0.43% active; in the data active means inhibition above about 24%; further: 0% = median of the test wells and 100% = reference compound wells
Yp Topo-I inh = blocks Yersinia pestis topoisomerase I activity; 360,000 tested, 0.064% active; AID 504884; Y. pestis Topo-I cleavage product accumulation, plate reader; activity, % at 10 µM; in the data active means activity above about 50%, passing the limit was not always enough; further: inactives centre near 2
BoNT F protease = inhibitors of Botulinum neurotoxin F light chain protease; inhibition, % at 10 µM; 360,000 tested, 0.22% active; Multiplex microsphere protease cleavage assay, flow cytometry; in the data active means inhibition above about 35%, passing the limit was not always enough; further: plate controls were buffer without enzyme for full effect and enzyme alone for no effect
Active calls of the source: *; . = no result given. Unless noted, no stated cut-off is given here; in the data, active means inhibition above about 30%; inconclusive means no clear call, values can overlap the other calls; inactive means below that. Rows were taken by chance; overall some 2.3% were active at least once.

No.	smiles	BoNT A protease	Anthrax LF prot	FadD28 FP inh	PfHsp40 yeast	CCHFV vOTU inh
1	CCc1nc(NCc2ccccn2)c2oc3ccccc3c2n1	-0.1	1	-4.0	-0.4	2
2	CN1CCCN(Cc2cccc3ccccc23)CC1	-1.4	16	-0.3	-0.6	2
3	COc1ccccc1NC(=O)c1ccccc1C(=O)Nc1ccccc1OC	3.9	0	-2.4	2.1	1
4	O=S(=O)(N/N=C\c1ccc2c(c1)OCO2)c1ccc(Cl)cc1	2.3	0	-0.1	1.0	2
5	CC(NC(=O)C1CCC(C(C)(C)C)CC1)C(c1ccccc1)N1CCOCC1 (stereo not drawn)	0.5	-4	-1.4	-0.1	3
6	Cc1cc(C)n2c(SC/C(O)=C(\C#N)c3nc4ccccc4[nH]3)nnc2n1	.	.	0.1	-1.2	9
7	CCNC(=S)N(CCc1c(C)[nH]c2ccc(C)cc12)Cc1cccnc1	0.6	-1	0.9	-0.6	-5
8	COc1ccc(OCC(=O)N/N=C/c2ccc(N(C)C)cc2)cc1	-0.1	-2	-0.4	-0.1	2
9	COc1ccc(NS(=O)(=O)c2cc(NC(=O)c3ccc(=O)[nH]n3)ccc2C)cc1	-0.9	-5	-7.2	1.6	31*
10	COc1ccc(NC(=O)c2ccco2)cc1NC(=O)c1cccnc1	0.0	-5	-1.8	-0.1	5

No.	TcdB GH inh	PrPC TRFRET	Yp Topo-I inh	BoNT F protease
1	.	9	-1	-6
2	0.0	2	-4	9
3	1.4	0	16	9
4	.	5	13	10
5	0.7	0	31	-13
6	.	-1	-4	.
7	1.5	0	5	-23
8	0.0	-2	4	-5
9	0.7	-7	8	-13
10	.	-2	4	-4

Exported in markdown: part of the list above
| item | SMILES | BoNT A protease | Anthrax LF prot | FadD28 FP inh | PfHsp40 yeast | CCHFV vOTU inh | TcdB GH inh | PrPC TRFRET | Yp Topo-I inh | BoNT F protease |
| --- | --- | --- | --- | --- | --- | --- | --- | --- | --- | --- |
| 6 | Cc1cc(C)n2c(SC/C(O)=C(\C#N)c3nc4ccccc4[nH]3)nnc2n1 | . | . | 0.1 | -1.2 | 9 | . | -1 | -4 | . |
| 7 | CCNC(=S)N(CCc1c(C)[nH]c2ccc(C)cc12)Cc1cccnc1 | 0.6 | -1 | 0.9 | -0.6 | -5 | 1.5 | 0 | 5 | -23 |
| 8 | COc1ccc(OCC(=O)N/N=C/c2ccc(N(C)C)cc2)cc1 | -0.1 | -2 | -0.4 | -0.1 | 2 | 0.0 | -2 | 4 | -5 |
| 9 | COc1ccc(NS(=O)(=O)c2cc(NC(=O)c3ccc(=O)[nH]n3)ccc2C)cc1 | -0.9 | -5 | -7.2 | 1.6 | 31* | 0.7 | -7 | 8 | -13 |

More structures follow:
No.	smiles	BoNT A protease	Anthrax LF prot	FadD28 FP inh	PfHsp40 yeast	CCHFV vOTU inh
11	CC(=O)C1CCC2C3CCC4=CC(=O)CCC4(C)C3(F)C(O)CC12C (stereo not drawn)	0.0	-8	-1.0	3.4	0
12	COc1ccc(N2CCN(CC(=O)NCc3ccc(Cl)cc3)CC2)cc1	-2.1	-10	0.3	12	-11
13	COc1cccc(/C=C/C(=O)NCc2cn3cc(Cl)ccc3n2)c1	-0.3	-1	-1.2	0.8	-8
14	C/C(=N\NC(=S)Nc1cccc(C)c1)c1cccc(N)c1	-0.1	-4	-2.9	1.0	-8
15	N/C(=N\OC(=O)/C=C/c1ccccc1)c1ccccn1	0.0	-2	-0.4	-1.0	-6
16	Cc1cc(C)cc(NC(=O)CSc2n[nH]c(-c3cccnc3)n2)c1	-0.7	-19	-4.1	-1.6	10
17	CC(=O)Nc1cccc(NC(=O)c2cc(Cl)ccc2Cl)c1	0.0	-6	-0.6	-0.9	-10
18	O=C(CCC(=O)OCC(=O)c1ccc([N+](=O)[O-])cc1)Nc1ccccc1Cl	-1.1	-3	-1.9	-0.6	.
19	O=C(Nc1cccc(-c2nc3ccccc3c(=O)o2)c1)c1ccccc1	-1.2	2	-10	1.2	8
20	COc1cccc(C2=Nn3c(nnc3-c3ccccc3O)SC2)c1	0.0	1	-1.6	-1.0	-3

No.	TcdB GH inh	PrPC TRFRET	Yp Topo-I inh	BoNT F protease
11	0.6	3	4	7
12	1.8	1	0	-36
13	-0.5	-4	-1	-4
14	.	-4	-3	-2
15	1.1	1	3	-10
16	1.0	-1	-9	6
17	1.0	0	4	0
18	.	.	4	3
19	-0.7	-4	10	-1
20	.	-9	7	2

Look-ups from the list.
For PrPC TRFRET, cpd 11 reads 3
For BoNT F protease, cpd 19 reads -1

Next section
No.	smiles	BoNT A protease	Anthrax LF prot	FadD28 FP inh	PfHsp40 yeast	CCHFV vOTU inh
21	CCN(CC)CCOc1cc2c(nn1)Oc1ccccc1N2C	1.5	-2	-1.7	-0.9	-51
22	O=C(CCl)N(C/C=C/c1ccccc1)c1ccc2c(c1)OCCO2	2.7	-2	-3.3	0.9	-3
23	CCSc1nc2c(c(=O)n(C)c(=O)n2C)n1Cc1ccc(Cl)cc1	0.5	-1	-5.0	-0.5	5
24	O=C(NCCCN1CCOCC1)c1cc2nc(-c3ccco3)cc(C(F)(F)F)n2n1	2.0	-2	.	-0.4	-16
25	CCN(CC)S(=O)(=O)c1cccc(-c2nnc(SCC(N)=O)n2CCc2ccccc2)c1	-0.3	0	-1.5	0.0	21
26	CC(C)n1nc(C(=O)Nc2nc3ccc(S(C)(=O)=O)cc3s2)c2ccccc2c1=O	-0.2	2	0.8	-1.8	-11
27	CCO[C@H]1OC(C(=O)O)=C[C@@H](C)[C@@H]1CCCO	-0.3	-7	0.0	0.3	-14
28	COc1ccc(C2(C)NC(=O)N(CC(=O)Nc3ccc(Br)c(C)c3)C2=O)cc1OC (stereo not drawn)	-0.2	-2	0.9	-0.3	13

No.	TcdB GH inh	PrPC TRFRET	Yp Topo-I inh	BoNT F protease
21	.	-6	-6	0
22	0.4	-11	1	-6
23	.	-5	4	5
24	0.8	-24	10	-1
25	2.9	3	16	-2
26	.	-4	8	-1
27	0.2	1	3	-3
28	0.8	8	-10	1

Reprinted at random: two compounds from above.
No.	smiles	BoNT A protease	Anthrax LF prot	FadD28 FP inh	PfHsp40 yeast	CCHFV vOTU inh
26	CC(C)n1nc(C(=O)Nc2nc3ccc(S(C)(=O)=O)cc3s2)c2ccccc2c1=O	-0.2	2	0.8	-1.8	-11
28	COc1ccc(C2(C)NC(=O)N(CC(=O)Nc3ccc(Br)c(C)c3)C2=O)cc1OC (stereo not drawn)	-0.2	-2	0.9	-0.3	13

No.	TcdB GH inh	PrPC TRFRET	Yp Topo-I inh	BoNT F protease
26	.	-4	8	-1
28	0.8	8	-10	1

Of the compounds above, 2 have two or more sulfur atoms.
No.	smiles	BoNT A protease	Anthrax LF prot	FadD28 FP inh	PfHsp40 yeast	CCHFV vOTU inh
25	CCN(CC)S(=O)(=O)c1cccc(-c2nnc(SCC(N)=O)n2CCc2ccccc2)c1	-0.3	0	-1.5	0.0	21
26	CC(C)n1nc(C(=O)Nc2nc3ccc(S(C)(=O)=O)cc3s2)c2ccccc2c1=O	-0.2	2	0.8	-1.8	-11

No.	TcdB GH inh	PrPC TRFRET	Yp Topo-I inh	BoNT F protease
25	2.9	3	16	-2
26	.	-4	8	-1

Screening results as filed in PubChem.
